High-throughput results as filed in PubChem BioAssay.
MPTP inh – mitochondrial permeability transition pore inhibitors, primary screen, biochemical, isolated mouse mitochondria, absorbance | Ca2+ swelling absorbance, 30 min | inhibition, % at 10 µM | 360,000 compounds, 1.4% hits | AID 602449, 2012;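 active = inhibition of 50% or more, scaled per plate between neutral and stimulator controls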;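 note: 0% = DMSO wells given calcium and 100% = 1 mM EGTA wells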
ATG4B inhibitor – ATG4B protease inhibitors, primary screen, biochemical, fluorescence, uHTS | inhibition, % at 8.33 µM | ATG4B cleavage of LC3-PLA2, NBD-HPC fluorescence, 1 h | Cysteine protease ATG4B (Homo sapiens), Q9Y4P1 | 340,000 compounds, 0.51% hits | AID 504462, 2011; in the data active = inhibition above about 40%
Target sequence (Q9Y4P1 whole entry, looked up): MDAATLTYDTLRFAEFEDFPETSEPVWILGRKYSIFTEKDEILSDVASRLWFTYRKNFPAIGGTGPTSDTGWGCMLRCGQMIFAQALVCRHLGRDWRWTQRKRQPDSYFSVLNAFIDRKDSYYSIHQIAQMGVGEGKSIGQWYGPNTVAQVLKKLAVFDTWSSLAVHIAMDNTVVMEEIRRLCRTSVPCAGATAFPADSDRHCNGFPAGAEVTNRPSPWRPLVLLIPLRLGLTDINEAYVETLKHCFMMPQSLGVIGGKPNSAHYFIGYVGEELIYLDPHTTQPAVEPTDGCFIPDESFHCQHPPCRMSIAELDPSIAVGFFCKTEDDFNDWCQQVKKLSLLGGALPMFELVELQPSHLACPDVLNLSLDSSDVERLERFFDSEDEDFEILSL
SENP8 block – human SENP8 protease inhibitors, primary screen, biochemical, fluorescence, Nedd8 protein substrate, uHTS. Sentrin-specific protease 8 (Homo sapiens), Q96LD8. recombinant SENP8. inhibition, % at 20 µM. 360,000 compounds, 0.64% hits; in the data active = inhibition mostly above about 40%, no sharp cut-off; inactive = mostly below about 27%
HKDC1 inhibitor – HKDC1 hexokinase inhibitors, primary screen, biochemical, fluorescence, uHTS; AID 493160, 2011; 340,000 compounds, 0.16% hits; Q2TB90; inhibition, % at 20 µM; recombinant HKDC1, G6PDH/diaphorase resazurin coupled fluorescence;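 active = inhibition above about 35% when tested at 20 µM, limit read from the data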;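 note: plate controls were DMSO wells with enzyme for no effect and DMSO wells lacking enzyme for full effect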
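System: Recombinant HKDC1 hexokinase | Amount: HKDC1 at 5 µg/mL | Reagent: Glucose with 1 mM ATP | Doses: Single 20 µM dose | Incubation: Reaction time 90 min, room temperature, protected from light | Signal: Coupled resazurin fluorescence, excitation 525 nm, emission 613 nm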
SENP6 inh – SENP6 protease inhibitors, primary screen, biochemical, luminescence, uHTS; Sentrin-specific protease 6 (Homo sapiens), Q9GZR1; Recombinant SENP6 catalytic domain, aminoluciferin luminescence; inhibition, % at 10 µM; 330,000 compounds, 1.8% hits;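 active = inhibition above about 50% at the single tested dose, limit read from the data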;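 note: plate controls were DMSO wells with enzyme for no effect and DMSO wells lacking enzyme for full effect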
Target sequence (Q9GZR1 628-1112 limits assumed): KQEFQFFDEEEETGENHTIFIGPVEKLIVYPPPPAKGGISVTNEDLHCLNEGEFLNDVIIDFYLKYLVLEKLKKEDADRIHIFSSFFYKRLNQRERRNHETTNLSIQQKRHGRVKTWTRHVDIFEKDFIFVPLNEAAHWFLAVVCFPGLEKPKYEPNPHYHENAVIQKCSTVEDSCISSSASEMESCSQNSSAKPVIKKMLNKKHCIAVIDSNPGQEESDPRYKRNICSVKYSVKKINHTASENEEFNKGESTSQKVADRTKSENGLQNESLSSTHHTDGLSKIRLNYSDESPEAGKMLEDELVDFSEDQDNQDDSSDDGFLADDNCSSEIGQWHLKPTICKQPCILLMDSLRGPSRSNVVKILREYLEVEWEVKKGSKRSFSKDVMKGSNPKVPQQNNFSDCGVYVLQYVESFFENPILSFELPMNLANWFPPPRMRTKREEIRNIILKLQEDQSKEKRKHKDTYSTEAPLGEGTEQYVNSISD
SENP7 inh – SENP7 protease inhibitors, primary screen, biochemical, luminescence, uHTS; 330,000 compounds, 1.5% hits; inhibition, % at 5 µM; Sentrin-specific protease 7 (Homo sapiens), Q9BQF6; recombinant SENP7, Z-RLRGG-aminoluciferin luminescence, 40 min;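 active = inhibition above about 50% at the single test dose, limit read from the data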;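 note: plate controls were DMSO with enzyme for no effect and no enzyme buffer wells for full effect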
GRIN3A LBD mod – binders of NR3A ligand-binding domain, primary screen, biophysical, differential scanning fluorimetry, uHTS; Glutamate receptor ionotropic, NMDA 3A (GRIN3A) ligand-binding domain; NR3A LBD differential scanning fluorimetry, Tm shift; 0% = protein alone, 100% = glycine-bound protein; Tm shift relative to glycine control, % at 25 µM; 340,000 compounds, 2.5% hits;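 active = melting temperature shift of at least 10% of the positive control shift, at one fixed dose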
PfG6PD inh – PfG6PD enzyme inhibitors, primary screen, biochemical, fluorescence intensity, uHTS; 350,000 compounds, 0.78% hits; AID 504690, 2011; PfGluPho enzyme, NADPH resazurin-diaphorase fluorescence; glucose-6-phosphate dehydrogenase-6-phosphogluconolactonase (Plasmodium falciparum 3D7); inhibition, % at 20 µM;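 active = inhibition reaching at least a set limit at 20 µM in the primary screen, cut at about 59% in these data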;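 note: 0% = DMSO wells with substrate and 100% = DMSO wells lacking glucose-6-phosphate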
Numbers without * were called inactive; i = inactive; nt = no result given. Rows are unselected. Share with any hit: about 6.9%.

Molecule	MPTP inh	ATG4B inhibitor	SENP8 block	HKDC1 inhibitor	SENP6 inh	SENP7 inh	GRIN3A LBD mod	PfG6PD inh
COc1cccc(OC)c1C(=O)N1CC(C)OC(C)C1 (configuration not stated)	0.3	2.5	7.1	-5.0	-16.8	-9.4	1.4	-14.8
COC(=O)CCCC1=CC2=C(c3ccccc3)C(=O)C(C)(OC(=O)C3CCCC3)C(=O)C2=CN1C1CCCCC1 (configuration not stated)	0.9	-3.3	43.6*	8.4	1.3	-12.2	-2.9	7.7
O=C(COc1ccc(CO)cc1)Nc1ccc(F)cc1	-0.4	-0.7	11.1	-3.0	-10.8	-2.1	-4.2	-8.9
CCOC(=O)C1C(=O)CC(C)(O)C(C(=O)OCC)C1/C=C/c1ccccc1 (configuration not stated)	-0.7	1.0	26.2	-5.3	nt	nt	-2.1	-0.9
CN=C1S/C(=C\c2ccc(SC)cc2)C(=O)N1C	-2.7	1.0	-146.7	4.6	70.0*	62.4*	-0.2	18.4
CC1=NC(=O)C(N=Nc2cccc(O)c2)N1c1ccccc1 (configuration not stated)	4.7	2.3	17.3	-3.0	2.1	-4.8	-4.7	5.5
CCNCCC(=O)N1c2ccccc2Sc2ccc(C(F)(F)F)cc21	1.2	1.8	22.5	-0.7	-4.2	10.5	0.5	-0.6
COC(=O)/C(=N/Nc1ccccc1C)Sc1nnc(C(O)c2ccccc2)n1-c1ccccc1 (configuration not stated)	2.7	-6.1	18.3	-6.9	-10.9	-10.9	-1.8	19.7
Nc1nc2n(n1)C(c1ccco1)CC(c1ccccc1)N2 (configuration not stated)	2.8	-4.2	-90.2	-1.9	11.1	-0.3	-0.3	5.9
C/C(=N\NC(=O)c1ccoc1C)c1ccccc1O	1.9	-0.1	15.5	-5.8	56.4*	51.5*	-26.7	-30.6
O=C(Nc1ccc(Cl)c([N+](=O)[O-])c1)c1cnccn1	2.1	9.8	4.5	-6.3	-37.5	-6.4	-16.2	-10.4
Cc1cc2c(cc1C)N[C@]1(C[C@H]3CCCC(=O)N4CC[C@@H](C1)[C@@H]34)C(=NC(C)(C)CC(C)(C)C)N2	-0.2	-16.4	1.7	-0.9	nt	nt	-9.9	26.2
Cc1cc(NC(=O)COc2ccc(Cl)cc2Cl)n(-c2ccccc2)n1	-2.2	-12.3	25.1	-1.6	5.2	7.3	-0.2	9.0
CCN1CCN(c2cc3nc(C)n(Cc4ccccc4)c(=O)c3cc2NC(=O)c2ccccc2F)CC1	-2.4	-11.5	-19.9	3.2	-1.6	-9.7	-9.5	-0.3
Cc1ccc(S(=O)(=O)N(C)CC(=O)Nc2cccc(C)n2)cc1	0.8	-11.8	15.7	-2.6	-9.5	-4.6	-1.4	4.0
Cn1c(SCC(=O)Nc2ccc(Br)cc2)nc(O)cc1=O	1.2	-2.2	14.4	-10.6	9.9	6.2	-1.0	4.0
CCCCc1n[nH]c2c1/C(=N/O)CC(C)(C)C2	-0.9	-2.2	13.6	-2.6	-8.0	-1.7	3.5	-2.1
COc1ccc(-c2nnn(CC(=O)N(CC(=O)NC3CCCC3)Cc3ccco3)n2)cc1OC	0.0	-1.9	12.3	-5.3	-11.4	-6.9	-0.8	-0.3
CC1CCN(C(=O)C2CCCCN2S(=O)(=O)c2cccc([N+](=O)[O-])c2)CC1 (configuration not stated)	-1.3	-4.0	3.7	-2.5	-1.7	-3.4	-2.2	-14.7
O=C(c1ccc2c(c1)OCO2)N(c1ccc(Br)cc1)C1C=CS(=O)(=O)C1 (configuration not stated)	1.6	-0.4	5.2	-11.0	7.2	-1.0	0.5	-4.6
c1csc(CNc2ncnc3nc[nH]c23)c1	1.6	-3.8	12.9	-5.6	-4.3	0.1	0.0	-8.3
OCC1(C2=NOC(O)(C(F)(F)F)C2)CCCCC1 (configuration not stated)	1.2	13.8	10.8	10.0	7.5	4.2	3.6	15.3
CCOC(=O)c1cnc2ccc(C)cc2c1NCCO	-0.4	-6.6	-103.6	-0.6	-27.3	-0.9	0.1	32.5
CSc1cccc(NC(=O)CN(c2ccc(C)cc2C)S(C)(=O)=O)c1	-7.6	-9.2	-4.3	6.9	12.3	4.4	-7.9	-1.3
Cc1cc(C)n(-c2ccc(C(=O)OCC(=O)NCc3ccco3)cc2)n1	-1.4	-7.7	1.2	-6.5	-1.4	-0.7	21.5*	10.9
NC(=O)c1ccsc1NC(=O)COC(=O)c1cnccn1	-0.6	-9.8	-28.2	-1.7	-6.9	-2.8	-1.4	2.9
CCC(C)Nc1nc(N)c([N+](=O)[O-])c(Nc2cc(OC)ccc2OC)n1 (configuration not stated)	8.5	-5.6	45.2*	1.8	2.8	9.3	-1.3	-0.9
CSc1cccc(NS(=O)(=O)c2ccc(C(C)=O)cc2)c1	5.5	-0.3	36.0	0.7	-5.6	1.6	1.2	-22.2
CC(=O)N1CCOc2ccc(S(=O)(=O)N3CCC(C(=O)Nc4ccccc4F)CC3)cc21	-1.1	0.3	11.4	7.1	3.0	3.0	3.2	2.5
Cc1cnc(C(=O)OCC(=O)Nc2ccc(Br)cc2F)cn1	-0.8	-5.3	8.0	-5.8	-11.5	9.2	1.4	-3.7

Some of these compounds in order of count of non-hydrogen atoms, rising.
Molecule	MPTP inh	ATG4B inhibitor	SENP8 block	HKDC1 inhibitor	SENP6 inh	SENP7 inh	GRIN3A LBD mod	PfG6PD inh
CN=C1S/C(=C\c2ccc(SC)cc2)C(=O)N1C	-2.7	1.0	-146.7	4.6	70.0*	62.4*	-0.2	18.4
Cc1cnc(C(=O)OCC(=O)Nc2ccc(Br)cc2F)cn1	-0.8	-5.3	8.0	-5.8	-11.5	9.2	1.4	-3.7
Cc1ccc(S(=O)(=O)N(C)CC(=O)Nc2cccc(C)n2)cc1	0.8	-11.8	15.7	-2.6	-9.5	-4.6	-1.4	4.0
O=C(c1ccc2c(c1)OCO2)N(c1ccc(Br)cc1)C1C=CS(=O)(=O)C1 (configuration not stated)	1.6	-0.4	5.2	-11.0	7.2	-1.0	0.5	-4.6

Following part
Molecule	MPTP inh	ATG4B inhibitor	SENP8 block	HKDC1 inhibitor	SENP6 inh	SENP7 inh	GRIN3A LBD mod	PfG6PD inh
Cc1cccc(C)c1NC(=O)CCCn1nc(C)c2c(C)n(-c3ccccc3)nc2c1=O	-2.6	-0.4	17.6	0.8	2.1	8.4	-0.7	-8.1
COc1cccc(NC(=O)N2CCN(c3ccc(C(F)(F)F)cn3)CC2)c1	-2.0	-8.5	12.5	-5.9	0.5	0.1	0.1	-3.4
CCCCC(=O)NC(=S)Nc1c(C)cc(Br)cc1C	8.8	0.4	16.2	-6.4	1.9	7.6	0.2	31.1
CC(C)=CCC/C(C)=C/CNC(=O)C[C@H]1C[C@H](C(=O)N2CCCCC2)[C@@]2(C)c3[nH]c4cc(CCC(=O)N(C)C)ccc4c3CCN2C1=O	1.7	-14.6	10.1	0.3	nt	13.1	2.1	14.4
COc1ccc([C@H]2CC(=O)C=C(c3cccc(Br)c3)C2)cc1OC	1.4	2.6	4.2	2.0	-13.1	1.7	-11.5	10.5
CC(C)Oc1ccc(CC(=O)NNC(=S)Nc2ccc(Br)cc2)cc1	-5.6	-2.7	6.8	-10.4	-7.2	5.1	-3.8	-7.6
CCOC(=O)CCSc1nc(C)cc(C(F)(F)F)c1C#N	0.5	0.9	-28.5	-1.7	-5.1	-13.4	1.4	-6.4
CS(=O)(=O)c1ccc(C(=O)Nc2ccc(N3CCOCC3)cc2)c(Cl)c1	-1.9	8.5	13.1	4.6	7.0	-6.4	-1.7	-8.2
Cc1nc(NC(CC(C)C)C(=O)O)c2nc(C)oc2n1 (configuration not stated)	-0.1	5.6	6.4	-3.5	7.1	5.6	0.3	-9.7
Cc1cc(C)c2[nH]c(C(=O)N3CCC(n4nccc4NC(=O)C4CC4)CC3)c(C)c2c1	0.0	-14.7	-1.3	3.7	-8.7	3.3	1.8	10.4
COc1ccccc1Nc1nnc(SCC(=O)NC2CCCC2)s1	0.0	4.4	4.8	-6.3	-5.9	-4.8	0.1	-11.3
COCCCn1c2nc3ccccc3nc2c2c(=O)n(-c3ccccc3OC)cnc21	-0.7	2.3	i	-3.8	-9.1	15.4	2.4	4.0
COC(=O)C1=C(C)N(Cc2ccccc2)C(=O)N[C@H]1CCc1ccccc1	-0.4	-10.4	10.6	0.0	8.2	4.6	0.5	3.0
Cc1c(N=Cc2cccs2)c(=O)n(-c2ccccc2)n1C	-2.9	5.3	10.6	6.8	0.9	6.7	0.0	-2.4
CCOC(=O)C1=C(C)N[C@@]2(O)c3ccccc3C(=O)[C@@]12O	0.3	-11.8	17.1	-0.5	3.7	9.6	0.8	-2.4
Cc1ccc(S(=O)(=O)NC(=NC(C)C(=O)O)c2ccccc2)cc1 (configuration not stated)	-2.0	nt	21.0	-0.6	3.3	12.7	nt	-1.5
CCCCC(=O)Nc1sc2c(c1C(=O)OCC)CCC(C=O)=C2Cl	-0.1	nt	-43.4	nt	7.1	1.3	nt	nt
c1ccc(N2CCN(Cc3cn4cccnc4n3)CC2)cc1	-2.0	-7.7	-23.9	-7.1	-22.3	-14.7	5.2	16.4
O=C(Nc1cccnc1)C1(F)C(F)(F)C(F)(F)C(F)(F)C(F)(F)C1(F)F	-5.1	-4.9	29.6	7.4	-23.9	10.3	-5.3	17.3
O=c1[nH]cnc2scc(-c3ccsc3)c12	-1.2	-3.2	7.1	1.3	-0.8	1.5	0.0	-0.2
COC(=O)c1nc(N)sc1-c1ccc(Cl)c(Cl)c1	0.6	-6.7	-358.6	4.3	-16.4	1.5	0.3	52.0
O=C1c2ccccc2C(=O)N1c1cccnc1	-1.4	-10.6	17.8	-1.0	15.4	-9.6	-0.3	4.5
CCn1c2c(c(=N)c3c1CCC3)CCCC2	2.1	-3.5	37.6	-3.3	0.1	4.2	-1.0	9.9
Cc1cc(C)c(NC(N)=S)c(C)c1	1.2	-1.5	16.7	2.4	-13.8	1.6	4.8	-10.5
COc1ccc(CN2CCNC(=O)C2CC(=O)NC2CCCC2)cc1OC (configuration not stated)	1.7	-0.8	-29.3	-6.5	-2.9	-2.4	-1.2	-1.6
